Screening data from PubChem.
SSB-PriA inh: inhibitors of Klebsiella pneumoniae PriA binding to SSB C-terminal tail; AlphaScreen SSBct-PriA binding, biotinylated peptide; inhibition, % at 33 µM; 430,000 compounds, 0.6% hits; AID 1272365; in the data active = inhibition mostly above about 37%, no sharp cut-off; inactive = mostly below about 20%;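 also: plate controls were negative control peptide for no effect and reference peptide for full effect; strong numbers were not always called active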
* marks the source's active call; other numbers are inactive results; & = joins results of further samples. The list is partial; the hit share may differ from the screen's.

SMILES	SSB-PriA inh
COc1ccc(-c2nc(SCC(=O)Nc3cc(C)on3)c3c(=O)n(C)c(=O)n(C)c3n2)cc1OC	-9.0
CC(=O)N1CCN(Cc2c(C(=O)O)[nH]c(=O)[nH]c2=O)CC1	-7.0
O=C(NCCn1nc(-c2ccccn2)cc1C1CC1)c1cccs1	-2.0
O=C(Nc1ccc2c(c1)OCO2)c1cccc(Oc2ccccn2)c1	1.0
CCc1ccc(S(=O)(=O)Nc2ccc3c(c2)N(CCC(C)C)C(=O)C(C)(C)CO3)s1	-7.0
COc1ccc(CCC(=O)NCCn2ncc3c(=O)n(Cc4ccccc4F)cnc32)cc1	-1.0
CCCS(=O)(=O)Nc1cccc(-c2ccc(=O)n(C)n2)c1	4.0
CC(=O)Nc1ccc(SCC(=O)Nc2ccccc2C(F)(F)F)nn1	5.0
O=C(CS(=O)(=O)c1ccc(F)cc1)Nc1onc2c1CCC2	-13.0
O=C(Cn1c(=O)oc2ccccc21)N(Cc1ccsc1)C1CC1	0.0
CC(C)S(=O)(=O)c1cccc(-c2nnc(NC(=O)c3cccc(S(C)(=O)=O)c3)o2)c1	-27.0
CCOC(=O)C1(C)C(=NNc2ccc(S(N)(=O)=O)cc2)C(=O)C(=O)N1c1ccccc1 (stereo not given)	5.1
COc1ccc(-c2ccc(N3CCCC(C(=O)Nc4ccc(C(C)=O)cc4)C3)nn2)cc1 (stereo not given)	1.0
Cc1ccc(S(=O)(=O)N=C2C=C(Nc3cccc(C(=O)O)c3)C(=O)c3ccccc32)cc1	40.8
COc1ccc(Cl)cc1NC(=O)CCCSc1ccc(NC(C)=O)nn1	-7.0
Cc1nc(NC(=O)Nc2ccccc2)sc1C(=O)N1CCN(Cc2ccc3c(c2)OCO3)CC1	3.0&16.0
Cn1c(=O)c2c(-c3ccccc3)n(-c3cccc4ccccc34)cc2n(C)c1=O	4.0
CCN(CC)S(=O)(=O)c1cccc(C(=O)NN=Cc2ccc([N+](=O)[O-])o2)c1	12.9
O=C(NCCC(c1ccccc1)c1ccccc1)C(=O)Nc1ccon1	-5.0&13.0
CCc1ccccc1NC(=O)NCc1ccnc(N(C)C)n1	-15.0
Cc1cc(C)c2c(N)c(C(N)=O)sc2n1	-12.0
O=C(Nc1ccccc1-c1nc2ccccc2s1)c1ccc(S(=O)(=O)N2CCc3ccccc3C2)cc1	0.0&-9.0
CNC(=S)NN=C(C)c1ccc(-n2ccnc2)cc1	3.2
CCc1cccc2sc(N3CCNCC3)nc12	2.0
Cc1nnsc1C(=O)Nc1ccc(S(N)(=O)=O)cc1	-10.0&7.0
O=C(CCc1csc(NC(=O)c2ccc(F)cc2)n1)NCc1nc(-c2ccccc2)no1	-8.0
O=C(Nc1nc(C(=O)N2CCN(c3cccc(Cl)c3Cl)CC2)co1)c1cnccn1	-3.0
O=C(c1cccc(-n2cccn2)c1)N1CCN(c2cc(-n3cncn3)ncn2)CC1	-4.0
Cc1nc(-c2cc3cc(Cl)ccc3oc2=O)cc2c1c(=O)oc1ccc(Cl)cc12	-1.0
COc1cc(C=NNC(=O)CNC(=O)c2cccs2)ccc1O	-11.7
CN(C)S(=O)(=O)N1CCC(c2cc(C(=O)Nc3ccccc3F)n[nH]2)CC1	3.0
O=C(NN=Cc1ccc(O)c(O)c1)C1CC1	-3.5
CC(C)N1CCC(CNC(=O)c2ccc(Cl)cc2Cl)CC1	-11.0
O=C(c1cnccn1)N1CCc2cnc(N3CCOCC3)nc2C1	-10.0
CC1C(=O)NCCN1C(=O)Cc1ccc2c(c1)OCO2 (stereo not given)	-16.0
O=C(NCCn1ncc2c(N3CCCC3)ncnc21)c1cc2ccccc2o1	-13.0&-3.0
COc1ccccc1C(=O)NCC(=O)NN=Cc1cc(Br)ccc1OC(=O)/C=C\c1ccco1	-3.0
CCOC(=O)c1csc(NC(=O)c2ncc(-c3ccccc3)o2)n1	2.0
CN(C)CCCN(C(=O)Cc1ccccc1)c1nc2cc3c(cc2s1)OCO3	-7.0
COCCN1CCC(CNS(=O)(=O)c2ccccc2Cl)CC1	-25.0&-15.0
Cc1cccc(C)c1NC(=O)COc1cccc(C=NNC(=O)C(=O)NCc2ccccc2)c1	-30.6
Cc1ccc(O[C@H]2CCN(C(=O)Cc3ccc(F)cc3F)C2)nn1	-6.0
COc1ccc(C2(O)CN(c3cc(OC)ccc3OC)C3=[N+]2CCCS3)c(F)c1 (stereo not given)	7.0
CCn1nccc1C(=O)N=c1sc2cc(C)cc(C)c2n1C	-22.0
Cn1nc2cc(Br)ccc2c1C(=O)NC[C@H]1CCCN1c1ccccc1	11.0
CCSc1ccccc1C(=O)NCc1ccc(C(O)c2ccsc2)s1 (stereo not given)	0.0
O=C(COc1ccccc1)Nc1nnc(-c2ccc(F)cc2)s1	2.0
Cc1cccnc1NC(=O)c1c[nH]c2ccc(F)cc2c1=O	-11.0
COc1ccc(C=NNC(=O)CN(Cc2ccccc2)S(=O)(=O)c2ccc3c(c2)OCCO3)cc1	-1.7
COc1ccccc1NC(=O)/C(C#N)=C/c1ccc(-c2ccc(F)cc2)o1	-1.0

Continuation:
SMILES	SSB-PriA inh
CS(=O)(=O)c1ccc(Nc2nc(CC(=O)Nc3ccc(F)c(Cl)c3)cs2)cc1	6.0
O=C(Nc1nnc(CCSc2ccccc2)o1)c1ccc([N+](=O)[O-])s1	26.0
Cc1nc(Nc2ccc(NC(=O)/C=C/c3ccccc3)cc2)cc(OC(C)C)n1	24.0
CCOC(=O)C1CCCN(c2nc(Nc3ccc(C)cc3)c3n[nH]nc3n2)C1 (stereo not given)	-10.0
COc1cccc2cc(C(=O)NCc3cncc(-c4ccsc4)c3)oc12	-2.0
Cc1ccc(NC(=O)c2ccccc2Cl)cc1N1CCCCC1=O	-3.0
Cc1nc(C)c(C(=O)NCC2CCCN2c2nccs2)s1 (stereo not given)	-15.0
CCOC(=O)c1ccc(NC(=O)c2ccc(OCC)c(Br)c2)cc1	-8.0
Cc1nc2sccn2c1-c1nnc(SCC(=O)NCc2ccco2)n1C	-12.0
CCOc1cc(-c2nnc(NC(=O)c3ccc4ncsc4c3)o2)cc(OCC)c1OCC	-12.0
Cc1[nH]c2ccccc2c1CCNC(=S)Nc1ccc(Cl)c(Cl)c1	31.0
COc1cc(C=NNS(=O)(=O)c2ccc(Br)cc2)ccc1O	-2.6
O=C(NCCCN1CCOC(c2ccccc2)C1)C(=O)NC1CCCC1 (stereo not given)	-5.0
Cc1cc(-c2nnc(NC(=O)CCS(=O)(=O)c3ccccc3)o2)nn1C	0.0
NS(=O)(=O)c1ccc(CCNC(=O)C2CN(C(=O)c3ccc4c(c3)OCO4)C2)cc1	-3.0
CCNCCC12CC3CC(CC(C3)C1)C2	5.0
O=C(Nc1oc2ccccc2c(=O)c1-c1ccc2c(c1)OCO2)c1cccs1	-6.0
COC1(CNC(=O)CCc2ccc(S(C)(=O)=O)cc2)Cc2ccccc2C1	-2.0
COc1ccc(C2OCC3(CO2)SC(=N)NC3=O)cc1 (stereo not given)	-7.8
COc1ccc(C[C@](C)(O)CNS(=O)(=O)c2ccc(NC(=O)C(C)C)cc2)cc1	-11.0
COc1ccccc1N1CCN(N=Cc2ccc([N+](=O)[O-])cc2)CC1	-8.7
CCc1cccc(NC(=O)Nc2cnc(N3CCOCC3)nc2)c1	-15.0
O=S(=O)(Cc1cc(F)ccc1F)N(Cc1ccoc1)Cc1cccs1	4.0
Cc1ccc(S(=O)(=O)Nc2ccccc2C(=O)Nc2nc3c(C)c(Cl)ccc3s2)cc1	-24.0
COc1cccc(C=NNC(=O)NC2CCCCC2)c1O	-0.1
COc1ccc(-c2oncc2-c2ccccc2)c(O)c1	6.0
Cc1cc(NC(=O)c2cc3ccccc3o2)n(-c2nc(-c3cccs3)cs2)n1	-1.0
O=C(Cc1csc(Nc2cccc(Cl)c2)n1)NCc1cccs1	-13.0&-11.0
Cc1nc(NC(=O)c2cccc(Br)c2)sc1C	0.0
CS(=O)(=O)c1ccc(Nc2nc(C(=O)Nc3ccc4c(c3)OCCO4)cs2)cc1	-6.0
O=C(CS(=O)(=O)c1[nH]c(-c2ccc(F)cc2)nc1-c1ccc(F)cc1)Nc1ccc2c(c1)OCO2	9.0
O=C(COc1ccc(Cl)cc1)Nc1nnc(CS(=O)(=O)c2ccccc2)o1	-13.0
Cn1nccc1C(=O)Nc1ccc(S(C)(=O)=O)cc1	-9.0
O=S1(=O)CCC(=NNc2ccc(F)cc2)c2ccsc21	12.3
CCS(=O)(=O)N1CCc2ccc(NC(=O)Cc3ccc(F)cc3)cc2C1	1.0
COc1ccc(S(=O)(=O)N2CCC(c3nnc(-c4ccco4)o3)CC2)cc1	-8.0
CCc1cccc2sc(N3CCN(C(=O)c4cccc(F)c4)CC3)nc12	5.0
COc1cc2c(cc1OC)CN(C(=O)C1CCN(c3cc(-n4cncn4)ncn3)CC1)CC2	3.0
CCc1ccc(S(=O)(=O)Nc2ccc3c(c2)NC(=O)C(C)(C)CO3)s1	10.0
CC(=O)Nc1ccc(NC(=O)C(=O)NCC2CCN(Cc3ccccc3)CC2)cc1	-20.0
O=C(CSCc1ccccc1)N1C2CCC1c1cncnc1C2 (stereo not given)	-7.0
CC(=O)C(CN1CCCCC1)=NO	4.2
CCc1ccc(-c2csc(NC(=O)C3CCN(S(C)(=O)=O)CC3)n2)cc1	-5.0
CCOC(=O)c1ccc2nc(NC(=O)c3ccc(NC(=O)c4cc5nc(-c6ccc(OC)cc6)cc(C(F)(F)F)n5n4)cc3)sc2c1	-4.0
Cn1c(-c2ccccn2)nn(Cc2csc(-c3ccccc3)n2)c1=O	1.0
Cn1nc([C@H]2CCCN(C(=O)c3cnn(-c4ccccc4)n3)C2)n(-c2ccccc2)c1=O	3.0
COc1ccccc1NCC(=O)Nc1ncc(Cc2cccc(Br)c2)s1	-14.0
C[C@](O)(CNC(=O)C(=O)Nc1cccc(F)c1)c1ccc(-c2ccccc2)cc1	-3.0
CN(C)c1ccc(C(CNC(=O)c2ccc([N+](=O)[O-])cc2Cl)N2CCOCC2)cc1 (stereo not given)	-7.0
N#CCC(=O)NN=Cc1cccc(Oc2ccccc2)c1	-13.0

(next part)
SMILES	SSB-PriA inh
O=C(Nc1cc(-c2ccco2)nn1CCO)[C@@H]1COc2ccccc2O1	-6.0
Fc1ccccc1Nc1nc(N2CCCC2)nc(N2CCCC2)n1	-22.0
CC(Oc1ccccc1)C(=O)N1CCN(Cc2nc(-c3ccco3)cs2)CC1 (stereo not given)	1.0
COc1ccc([C@H]2CCCCN(C(=O)c3cc(C)cs3)C2)cc1	-9.0
Cc1nc2c([nH]1)C[C@@H](C(=O)NCc1cc3ccccc3o1)CC2	-13.0
Cc1cc2ncc(CCCNC(=O)CCNS(=O)(=O)c3cccc(F)c3)cn2n1	3.0
Cc1cc(Br)ccc1NC(=O)c1cccc(Oc2ccccn2)c1	4.0
COc1ccccc1-n1c(CNC(=O)c2c(F)cccc2Cl)nnc1SCc1cccc(C(F)(F)F)c1	-5.0
COC(=O)C1CC(OC)CN1C(=O)c1cc(C)on1 (stereo not given)	0.0
Cn1ccc(C(=O)Nc2nc(-c3cccnc3)cs2)n1	-7.0
O=C(NCc1cncc(-c2ccsc2)c1)NCc1cccs1	-14.0
COC(=O)c1cc(OCC2CCNCC2)no1	-15.0
Cc1cc(C)nc(N=C2NC(=O)CC(C(=O)O)N2CCc2c[nH]c3ccccc23)n1 (stereo not given)	-1.6
CC(=O)Nc1cccc(C(C)=NNC(=O)c2ccc3c(c2)OCO3)c1	-1.4
COc1ccccc1C=Nn1cnnc1	-3.6
O=C(NCCc1ccc(F)cc1)Nc1c[nH]c2ccccc12	26.0
O=S(=O)(NCCn1ccnc1-c1ccccn1)c1ccccc1OC(F)(F)F	-8.0
CCCc1nnsc1C(=O)N(C)C[C@H]1Cc2ccccc2CO1	-6.0
CC(Oc1cccc(F)c1)C(=O)N1CCN(c2ccc3nncn3n2)CC1 (stereo not given)	-10.0
COc1ccc2oc(-c3csc(NC(=O)CCCS(=O)(=O)c4ccc(F)cc4)n3)cc2c1	-23.0

Structural class: those above containing a CF3 group
SMILES	SSB-PriA inh
CC(=O)Nc1ccc(SCC(=O)Nc2ccccc2C(F)(F)F)nn1	5.0
CCOC(=O)c1ccc2nc(NC(=O)c3ccc(NC(=O)c4cc5nc(-c6ccc(OC)cc6)cc(C(F)(F)F)n5n4)cc3)sc2c1	-4.0
COc1ccccc1-n1c(CNC(=O)c2c(F)cccc2Cl)nnc1SCc1cccc(C(F)(F)F)c1	-5.0
O=S(=O)(NCCn1ccnc1-c1ccccn1)c1ccccc1OC(F)(F)F	-8.0

Next section
SMILES	SSB-PriA inh
COc1ccc(NC(=O)CSc2nnc3cc(C)c4ccccc4n23)cc1	11.0
CCc1ccc(NC(=O)CSc2ncc(S(=O)(=O)c3cccs3)c(N)n2)cc1	-2.0
COc1ccc(CC(=O)N(Cc2cccnc2)c2nc3c(C(F)(F)F)cccc3s2)cc1C	-16.0
O=C(NN=Cc1cc2c(cc1Br)OCO2)C1COc2ccccc2O1 (stereo not given)	13.3
COc1ccc(NS(=O)(=O)c2cc3c4c(c2)CC(=O)N4CCC3)c([N+](=O)[O-])c1	27.0
O=C(c1ccc2ccccc2n1)N1CCC(S(=O)(=O)Cc2ccco2)CC1	-2.0

Among those listed so far, 5 contain a nitro group on carbon:
SMILES	SSB-PriA inh
CCN(CC)S(=O)(=O)c1cccc(C(=O)NN=Cc2ccc([N+](=O)[O-])o2)c1	12.9
O=C(Nc1nnc(CCSc2ccccc2)o1)c1ccc([N+](=O)[O-])s1	26.0
COc1ccccc1N1CCN(N=Cc2ccc([N+](=O)[O-])cc2)CC1	-8.7
CN(C)c1ccc(C(CNC(=O)c2ccc([N+](=O)[O-])cc2Cl)N2CCOCC2)cc1 (stereo not given)	-7.0
COc1ccc(NS(=O)(=O)c2cc3c4c(c2)CC(=O)N4CCC3)c([N+](=O)[O-])c1	27.0
